MOR-DOR inv ag – inverse agonist of human OPRM1-OPRD1 heterodimerization; cell-based MOR-DOR heterodimer luminescence, inverse agonism; 340,000 compounds, 0.21% hits; P35372+P41143; inhibition, % at 9.3 µM; in the data active = inhibition above about 22%, passing the limit was not always enough;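 also: 0% = cells with DMSO and 100% = wells without cells with DMSO; values of inactives mirror those of a sister screen read the other way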
OPRM1-OPRD1 ag – OPRM1-OPRD1 heterodimerization agonism; P35372+P41143; cells, luminescence; activation, % at 9.3 µM; 340,000 compounds, 0.3% hits; in the data active = activation above about 18%;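 also: 0% = vehicle-treated cells and 100% = reference agonist; values of inactives mirror those of a sister screen read the other way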
cardiac RTF act – cardiac RTF calcium sensitization; P19429+P45379; IANBD-labeled TnC RTF fluorescence at EC20 calcium; 0% EC20 calcium, 100% full calcium; activation, % at 7.2 µM; 340,000 compounds, 0.24% hits; AID 493008;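 active = activation above the mean over all tested compounds plus 3 SD, cut at about 30% in these data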;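 also: rise in fluorescence read as greater calcium sensitivity of cardiac thin filaments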
HTR5A inv ag – inverse agonist of human HTR5A in OPRM1-OPRD1 counter-screen; HTR5A cell line, luminescence, inverse agonism; 340,000 compounds, 0.083% hits; AID 504634; P47898; inhibition, % at 9.3 µM; in the data active = inhibition mostly above about 23%, no sharp cut-off; inactive = mostly below about 18%;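 also: 0% = cells with DMSO and 100% = no-cell wells with DMSO; some compounds called inactive have numbers as strong as hits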
Target sequence (P47898 whole entry, looked up): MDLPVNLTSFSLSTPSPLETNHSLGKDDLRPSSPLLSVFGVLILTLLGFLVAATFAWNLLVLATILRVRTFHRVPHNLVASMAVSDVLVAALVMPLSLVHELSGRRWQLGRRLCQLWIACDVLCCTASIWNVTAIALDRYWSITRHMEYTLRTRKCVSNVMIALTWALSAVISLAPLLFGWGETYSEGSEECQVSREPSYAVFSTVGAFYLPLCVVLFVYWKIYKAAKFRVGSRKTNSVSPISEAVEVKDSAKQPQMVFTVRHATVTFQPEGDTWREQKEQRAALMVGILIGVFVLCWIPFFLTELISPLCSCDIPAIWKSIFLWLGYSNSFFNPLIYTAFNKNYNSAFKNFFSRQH
HTR5A ag ctr – HTR5A agonism, opioid heterodimer counter-screen. activation, % at 9.3 µM. HTR5A agonist assay, luminescence, cell-based. AID 504692. P47898. 340,000 compounds, 0.61% hits; in the data active = activation mostly above about 9.5%, no sharp cut-off; inactive = mostly below about 7.6%;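 also: 0% = cells with vehicle only and 100% = reference agonist; strong numbers were not always called active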
CAL-PDZ inh HTS – blocks peptide binding to the human CAL PDZ domain; purified CAL PDZ, TMR-peptide fluorescence polarization, 1 h; inhibition, % at 24.9 µM; 300,000 compounds, 0.92% hits;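 active = mean inhibition of at least 30% with at least half of replicates also reaching 30%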;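 also: 0% = DMSO neutral control and 100% = excess unlabeled competitor peptide PRC23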
LANA DNA inh – blocks KSHV LANA C-terminal domain binding to DNA; inhibition, % at 9 µM; AID 504423; 340,000 compounds, 0.078% hits; MBP-C-LANA/FAM-LBS DNA binding, fluorescence polarization;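 active = highest replicate inhibition at or above 60% at 9 µM, even if other replicates fall short; inactive = all replicates below 60% inhibition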;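 also: 0% = neutral control wells and 100% = 4 µM acridine orange control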
RTF Ca sens inh – cardiac RTF calcium desensitization | AID 493244 | 340,000 compounds, 0.12% hits | inhibition, % at 7.15 µM | IANBD-labeled cardiac RTF, Ca2+ fluorescence;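 active = inhibition above the mean inhibition of all tested compounds plus 3 SD, cut at about 17% in these data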;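 also: assay run at fixed EC70 calcium of 1.6 mM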
V-ATPase pH – alters yeast V-ATPase proton transport. S. cerevisiae, pHLuorin cytosolic pH fluorescence. response, % at 10 µM. 350,000 compounds, 0.37% hits; in the data active = response mostly above about 7.3%, no sharp cut-off; inactive = mostly below about 5.4%; also: actives read high; inactives centre near 0; some compounds called inactive have numbers as strong as hits; reference of the scale not given here
Keap1-Nrf2 PPI – Keap1-Nrf2 (human) interaction inhibition | Q14145 | Keap1 Kelch-Nrf2 peptide fluorescence polarization, 1536-well | inhibition, % at 9.4 µM | 340,000 compounds, 0.15% hits | AID 504523; in the data active = inhibition above about 12%;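 also: human Keap1 Kelch domain with fluorescein labeled Nrf2 9mer peptide probe; 0% = neutral control wells and 100% = peptide positive control; higher means more block of Keap1 binding to Nrf2 peptide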
Target sequence (Q14145 whole entry, looked up, the tested form may be a part): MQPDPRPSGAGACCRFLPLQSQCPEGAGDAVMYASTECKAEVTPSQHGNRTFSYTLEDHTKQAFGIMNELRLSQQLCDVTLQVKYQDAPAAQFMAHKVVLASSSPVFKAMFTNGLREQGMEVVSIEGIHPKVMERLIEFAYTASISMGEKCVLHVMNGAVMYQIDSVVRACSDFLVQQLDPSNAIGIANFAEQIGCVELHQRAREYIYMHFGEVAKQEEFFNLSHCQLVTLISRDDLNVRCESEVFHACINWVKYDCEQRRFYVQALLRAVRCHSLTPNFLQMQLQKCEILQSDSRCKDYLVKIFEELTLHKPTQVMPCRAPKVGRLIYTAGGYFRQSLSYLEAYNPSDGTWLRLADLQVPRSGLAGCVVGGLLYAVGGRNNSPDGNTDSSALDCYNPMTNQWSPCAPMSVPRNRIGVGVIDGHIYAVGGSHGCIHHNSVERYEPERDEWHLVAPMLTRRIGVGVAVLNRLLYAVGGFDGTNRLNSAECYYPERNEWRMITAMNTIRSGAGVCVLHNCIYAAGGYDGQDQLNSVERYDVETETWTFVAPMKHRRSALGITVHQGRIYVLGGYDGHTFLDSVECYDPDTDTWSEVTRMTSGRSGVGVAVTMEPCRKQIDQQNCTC
Active calls of the source: *; . = not tested or not shown. Compounds as they come. Share with any hit: about 2.8%.

SMILES	MOR-DOR inv ag	OPRM1-OPRD1 ag	cardiac RTF act	HTR5A inv ag	HTR5A ag ctr	CAL-PDZ inh HTS	LANA DNA inh	RTF Ca sens inh	V-ATPase pH	Keap1-Nrf2 PPI
CC1CN(S(=O)(=O)c2ccccc2)CC(C)O1 (configuration not stated)	4	-0.6	4	-18	0	-4	1.2	-5	0	2
C=CCNc1nc(C(=O)OCC(=O)Nc2ccc(S(N)(=O)=O)cc2)cs1	-4	0.6	1	-8	0	-1	0.2	-15	0	-13
Cc1cc(C)c(C)c(S(=O)(=O)N2CCN(Cc3nc4ccccc4[nH]3)CC2)c1C	3	-0.5	5	-2	-2	.	-0.3	-10	4	4
CC(C)(C)NC(=O)CSc1nc2[nH]ncc2c(=O)[nH]1	0	0.1	1	-4	1	-2	-2.0	-14	3	2
O=C(Nc1ccccc1)Nc1cccc(C(F)(F)F)c1	-38	7.4	1	6	3	0	0.5	-8	0	-2
Cc1ccc2c(c1)cc(CN(C(=O)N1CCOCC1)C1CCCC1)c1nnnn12	14	-2.6	1	2	-1	6	0.9	-7	1	-1
COc1ccc(C)cc1S(=O)(=O)N1CCCCC1	5	-0.9	-2	-6	2	-1	2.0	-8	-1	1
CCOC(=O)N1CCN(S(=O)(=O)c2c(C)nc3scc(C)n3c2=O)CC1	18	-3.4	0	-5	1	5	-0.1	-2	9	2
Clc1ncc(CN2CCN(c3ccccc3)CC2)s1	14	-2.9	2	-12	2	-2	-0.3	-2	-4	1
Cc1cc([N+](=O)[O-])c(C)cc1-c1ccc(/C=N/NC(=O)c2cccnc2)o1	-4	0.8	1	-2	2	.	0.2	2	-3	2
COC(=O)C(Cc1cnc(Cl)s1)(C(=O)OC)c1ccc([N+](=O)[O-])cc1	14	-2.5	3	0	2	0	-0.3	-7	-5	-5
Cc1n[nH]c(C)c1S(=O)(=O)Nc1ccc2c(c1)OCCO2	9	-2.2	-3	-3	1	0	1.8	1	0	1
O=[N+]([O-])c1ccc(P(=O)(Cc2ccccc2)c2ccccc2O)cc1 (configuration not stated)	18	-4.0	2	-3	1	-5	1.2	-5	-4	-3
NS(=O)(=O)c1ccc(Nc2ccc([N+](=O)[O-])c3nonc23)cc1	23	-4.4	1	6	1	-1	-1.3	1	-6	-14
Cc1noc(C(=O)Nc2cccc(Cl)c2)c1Cl	10	-2.3	-8	-12	3	-2	-1.5	1	-3	0
CCOC(=O)N1CCN(S(=O)(=O)c2ccc(C)c(C)c2)CC1	-8	1.6	9	2	-2	.	-0.1	-6	1	2
NCCCCCc1nnc(SCc2ccc(Cl)cc2Cl)o1	4	-0.8	5	-35	5	-5	0.8	-10	-6	-1
CCC(Oc1ccccc1)C(=O)NC1CCCCCC1 (configuration not stated)	14	-2.8	2	8	2	-4	0.3	-2	0	1
Cc1cccc(C)c1NC(=O)COC(=O)Cc1ccsc1	20	-4.0	-4	9	3	-23	0.0	1	6	2
c1ccc(-c2nc(NCc3ccco3)c3ccccc3n2)nc1	17	-3.4	1	13	-8	-1	2.3	3	-4	-3
CCOC(=O)C1(Cc2ccc(OC)cc2)CCN(C(=O)c2cncs2)CC1	16	-3.2	0	5	2	-1	0.4	-6	2	-2
O=C(CNC(=S)N(Cc1ccccc1F)C1CCCCC1)NCC1CCCO1 (configuration not stated)	-4	0.8	3	5	0	-7	0.0	-7	-4	3
Cc1cc(NCc2ccccn2)n2nc(C)c(-c3ccccc3)c2n1	20	-4.0	-2	-2	-2	-4	-1.4	-1	1	4
COc1ccc(NS(=O)(=O)c2ccc(N3CCCC3=O)cc2)cn1	6	-1.1	1	12	-5	-5	0.9	-2	0	-2
Cc1cccc(C(=O)N[C@H](C(=O)NCc2cccs2)C(C)C)c1	11	-2.9	0	4	-2	-1	3.4	-3	-1	2
O=C1CN(C(=O)CN2C(=O)NC3(CCCCC3)C2=O)c2ccccc2N1	-1	0.2	7	-21	-4	-1	0.1	-9	10	-5
COc1cccc(NC(=O)C2CCCN2C(=O)Nc2ccccc2)c1 (configuration not stated)	-5	0.6	-5	-7	2	0	0.0	4	2	-6
CCOC(=O)C1=C(C)N(C[C@@H]2CC[C@@H](Cc3ccc(-c4ccccc4)cc3)O2)C(=O)NC1c1cccc([N+](=O)[O-])c1 (some centres not stated)	1	-0.2	-8	-9	2	-2	0.7	-2	-1	2
COc1ccc(OC)c(C2=NO[C@@](CC(=O)O)(C(=O)Nc3ccc4c(c3)OCCO4)C2)c1	0	-0.1	-4	11	-3	-2	-0.3	2	-3	1
CN(C)/C(Cn1cncn1)=C1/N=C(c2ccccc2)OC1=O	24	-4.8	-5	4	-2	0	-1.0	8	2	-4
CCN1C[C@@H]2[C@@H]3C(=O)N(C)C(=O)[C@@H]3[C@](CC)(C1=O)N2C(=O)c1ccc(C)cc1	6	-1.1	4	-2	8	-4	0.1	7	0	1
COc1cc(C(=O)NCc2nnc(SCC(=O)Nc3cc(C)on3)o2)cc(OC)c1OC	14	-3.0	1	-8	3	4	0.8	1	-4	2
Cc1nnc(SCc2ccccc2)nc1-c1ccccc1	-28	4.9	7	3	1	-1	-0.3	9	-3	-6
CCOC(=O)CSC1=C(C#N)C(c2ccc(Cl)cc2)C(C(=O)OC)C(=O)N1 (configuration not stated)	2	-0.3	3	32	4	0	2.1	-32	-8	6
COc1ccc(OC2OC3COC(c4ccco4)OC3C(O)C2NC(C)=O)cc1 (configuration not stated)	8	-1.3	-3	14	1	-4	0.7	2	1	-1
O=C(NC1CCCC1)C(c1ccccc1)N(C(=O)c1csnn1)C1CCCC1 (configuration not stated)	-8	0.9	-1	-24	8	-5	0.9	-21	-1	0
C[C@@H]1CN=C2N(CCNC(=O)CCC3CCCCC3)[C@H](Cc3ccc(O)cc3)CN21	18	-3.3	-5	-1	2	1	-0.5	2	3	-3
O=C(COC(=O)CN1C(=O)NC2(CCCC2)C1=O)Nc1ccccc1C(F)(F)F	10	-2.0	-5	4	-1	-5	0.0	-11	2	-4
C=C(C)C(C)(C#CCN1CCCC1)OC(C)=O (configuration not stated)	15	-2.8	2	-14	-2	.	-0.1	1	3	0
Cc1cccnc1CCNC(=O)c1ccc(OC2CCN(Cc3ccccn3)CC2)cc1	4	-0.6	6	0	0	-1	1.1	-10	3	-7
COc1cccc(NC(=O)C2C(c3ccccc3)C2(Cl)Cl)c1 (configuration not stated)	-50	9.7	-2	-2	5	.	0.2	-7	3	0
O=C(Cc1ccc([N+](=O)[O-])cc1)N1N=C(C2CC2)CC1(O)C(F)(F)F (configuration not stated)	-8	1.4	3	-1	0	-5	0.1	-2	-2	-5
CC(=O)c1ccc(N2C(=NC(=O)C3CCCO3)SC3CS(=O)(=O)CC32)cc1 (configuration not stated)	12	-2.3	4	4	-3	-2	1.5	3	3	-4
O=C(COc1ccccc1)OCC(=O)c1ccc(S(=O)(=O)N2CCCCC2)cc1	80*	-19	-3	6	-2	13	-0.8	-3	-1	0
COc1ccc([C@H]2CC(=O)C=C(c3cc4ccccc4s3)C2)cc1OC	4	-0.7	2	18	2	-4	-0.6	2	-2	0
CN(C1CCCCC1)S(=O)(=O)c1ccc2c(c1)c(=O)c(C(=O)NCCN1CCCC1)cn2C	11	-2.2	2	5	-2	.	-1.2	-2	0	-2
COc1ccc(S(=O)(=O)Nc2cccc3c2O[C@H](CN(C)C(=O)Nc2c(C)noc2C)[C@@H](C)CN([C@H](C)CO)C3=O)cc1	4	-0.7	-9	8	-2	-4	0.1	0	-1	-3
Cc1nnc(SCc2nnc(-c3cccs3)o2)n1C1CCCCC1	10	-1.9	4	12	-5	-2	-2.5	-7	-1	-3
COc1cc(C)c(Cl)cc1S(=O)(=O)n1cnc2ccccc21	0	0.1	-3	-4	2	-3	0.4	-5	1	-1
CCOC(=O)Cc1nnc2c(Nc3ccc(Cl)cc3)nc3nonc3n12	-54	8.9	-3	6	5	-2	-0.4	6	1	-3
O=C(COc1ccc(Cl)cc1Cl)OCn1nnc2ccccc2c1=O	-3	0.6	0	-19	3	-4	0.4	-4	-1	0
CC(C)C(=O)Nc1ccccc1-c1nc2ccccc2[nH]c1=O	7	-1.2	-2	-11	-2	-6	0.5	-1	-3	-1
COc1ccc(OC)c(NC(=O)NNC(=O)COc2ccc(F)cc2F)c1	12	-2.2	-8	8	0	-4	-0.1	1	-2	1
COc1cc(C2NC(=S)NC3=C2C(=O)CCC3)ccc1O (configuration not stated)	3	-0.5	-4	9	-3	.	0.0	-6	8	-1
COc1ccc(/C=N/Nc2snc(SC)c2C#N)cc1OC	-49	8.7	-5	-55	-3	-2	-0.1	-11	1	-3
Cc1ccc2[nH]c(=O)c(CN3CCCCC3)c(-c3ccccc3)c2c1	2	-0.4	1	-7	3	-5	-1.5	-13	0	-5
CSc1cccc(NC(=O)CSc2nc3ccccc3o2)c1	-15	2.6	6	-34	8	-5	0.2	-17	-2	-1
CCOc1ccc2[nH]c(C)c(CN3CCCCCC3)c(=O)c2c1	10	-1.9	2	4	-1	0	-1.7	3	-3	-3
CC(C)(C)OC(=O)C[C@H]1C/C=C\C[C@@H](CC(=O)NCCO)C(=O)N2CCC[C@H]2COC1=O	12	-2.0	-2	0	2	-1	2.2	0	4	1
Cc1cc(NC(=O)CSc2nnc(Nc3ccccc3C)s2)no1	2	-0.5	1	-3	1	-1	-0.5	-4	7	1
Following part:
SMILES	MOR-DOR inv ag	OPRM1-OPRD1 ag	cardiac RTF act	HTR5A inv ag	HTR5A ag ctr	CAL-PDZ inh HTS	LANA DNA inh	RTF Ca sens inh	V-ATPase pH	Keap1-Nrf2 PPI
CCOC(=O)C1CCCN(C(=O)c2cc(S(=O)(=O)N(C)C)ccc2N2CCCC2)C1 (configuration not stated)	3	-0.5	2	-1	1	-3	-1.1	1	-2	-1
CC(=O)N1c2ccc(S(=O)(=O)N(C)CC(=O)N3CCCC3)cc2CC1C (configuration not stated)	3	-0.6	-3	4	-1	.	0.5	-1	-1	-2
CC(C)(C)N(Cc1ccccc1)C(=O)COC(=O)Cn1cnc2ccccc2c1=O	7	-1.4	3	3	1	.	0.6	-11	-3	-2
O=C(/C=C/c1ccc(O)c(O)c1)OC(Cc1ccc(O)c(O)c1)C(=O)O (configuration not stated)	3	-0.5	7	-14	-7	8	35	0	2	0
Cc1ccc(CNC(=O)c2cnccn2)cc1	-4	0.8	13	-13	4	1	1.0	-10	-2	-3
O=C(Cc1ccc(Cl)c(Cl)c1)Nc1ccccc1N1CCOCC1	5	-1.1	-2	-17	6	-2	6.6	0	0	0
N#C/C(=N/Nc1ccccc1F)C(=N)N1CCOCC1	24	-5.2	9	-8	4	-1	2.1	-13	1	-3
CCOc1ccc2nc(N3C(=O)/C(=C/c4ccc(Cl)cc4)NC3=S)sc2c1	13	-2.4	1	19	2	-4	1.4	-10	0	1
O=C(N/N=C/c1ccc(O)c(Br)c1)c1cc2c(ccc3ccccc32)o1	-19	5.7	1	-17	6	-1	-2.0	-6	-8	-4

Some of these compounds in order of their number in OPRM1-OPRD1 ag, falling.
molecule	OPRM1-OPRD1 ag
Cc1ccc(CNC(=O)c2cnccn2)cc1	0.8
O=C(/C=C/c1ccc(O)c(O)c1)OC(Cc1ccc(O)c(O)c1)C(=O)O (configuration not stated)	-0.5
CC(=O)N1c2ccc(S(=O)(=O)N(C)CC(=O)N3CCCC3)cc2CC1C (configuration not stated)	-0.6

Bioassay records from PubChem.
